Bioassay records from PubChem BioAssay.
SIRT5 block: sirtuin-5 (human) deacylase inhibition | Q9NXA8 | Purified SirT5, succinyl-peptide AMC, trypsin-coupled fluorescence | inhibition, % at 15 µM | 330,000 compounds, 1.1% hits; in the data active means inhibition above about 15%
Target sequence (Q9NXA8 whole entry, looked up): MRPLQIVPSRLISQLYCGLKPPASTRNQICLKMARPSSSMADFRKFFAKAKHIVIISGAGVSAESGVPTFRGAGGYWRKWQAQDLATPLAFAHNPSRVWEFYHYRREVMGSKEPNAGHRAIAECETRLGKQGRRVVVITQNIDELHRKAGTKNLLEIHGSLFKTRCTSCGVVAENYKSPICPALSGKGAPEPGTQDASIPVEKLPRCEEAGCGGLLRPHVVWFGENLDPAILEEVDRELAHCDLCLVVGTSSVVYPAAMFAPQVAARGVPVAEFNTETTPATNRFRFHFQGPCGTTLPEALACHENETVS
ERp5 block: ERp5 (human) disulfide isomerase inhibition | ERp5 insulin aggregation, absorbance 650 nm, 90 min | inhibition, % at 9.99 µM | 350,000 compounds, 0.05% hits | AID 651711;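 active means mean replicate inhibition above about 25%, with every replicate also reaching it, limit read from the data, passing the limit was not always enough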
Target sequence (Q15084 whole entry, looked up): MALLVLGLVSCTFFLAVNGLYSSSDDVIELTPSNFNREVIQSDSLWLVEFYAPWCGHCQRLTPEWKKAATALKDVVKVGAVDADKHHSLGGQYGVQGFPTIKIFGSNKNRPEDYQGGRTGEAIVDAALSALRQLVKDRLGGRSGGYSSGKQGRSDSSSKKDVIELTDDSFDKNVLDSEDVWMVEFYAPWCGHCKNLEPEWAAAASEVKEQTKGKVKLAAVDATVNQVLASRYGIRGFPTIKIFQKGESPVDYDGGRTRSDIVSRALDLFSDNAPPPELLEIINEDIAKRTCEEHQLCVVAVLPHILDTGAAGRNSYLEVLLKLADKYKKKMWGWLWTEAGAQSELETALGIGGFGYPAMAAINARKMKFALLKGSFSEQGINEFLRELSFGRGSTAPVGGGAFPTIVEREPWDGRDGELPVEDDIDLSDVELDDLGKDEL
Cneo AK release: causes C. neoformans cell lysis. adenylate kinase release luminescence, 4 h; normalised: neutral wells 0, clomiphene wells 100. lysis activity, % at 15 µM. 360,000 compounds, 0.2% hits;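 active means mean lysis activity across replicates of at least 80%, whatever share of replicates individually reach that level; inactive means mean lysis activity below 80%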
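Test system: log-phase Cryptococcus neoformans yeast cells. Input: 5 × 10^6 yeast cells/mL. Medium: fresh YPD growth medium. Doses: single dose. Incubation: static 4 h at 37 °C with compound, 1 h detection. Measured by: luminescent adenylate kinase detection reagent. Read-out: signal increase indicating cell lysis. Benchmarks: Clomiphene.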
ARNT TACC3 PPI: ARNT/TACC3 interaction disruption | Q9Y6A5 | AlphaScreen His-ARNT PAS-B/GST-TACC3 binding, luminescence; TACC3 fragment carries E629A point mutation | inhibition, % at 9.99 µM | 390,000 compounds, 0.66% hits | AID 623870;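 active means mean inhibition of replicates at least 50% and at least half of replicates each reaching 50%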;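 further: 0% = complete ARNT plus TACC3 wells and 100% = ARNT alone without TACC3; many hits fall short of the cut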
esBAF inh: inhibitors of esBAF chromatin remodeling in mouse ES cells. Bmi1-luciferase knock-in reporter, 24 h; 100% = twice the neutral-well signal. reporter increase, % at 12.5 µM. 350,000 compounds, 2% hits. AID 602393; in the data active means activation above about 40%;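 further: 0% = median of the plate's neutral control wells and 100% = double that signal; a rise in the Bmi1 reporter signal indicates esBAF inhibition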
C2C12 statin: suppression of simvastatin myotoxicity; C2C12 myotubes + simvastatin, ATP luminescence, 48 h; scaled: DMSO 0, geranylgeraniol control 100; rescue of ATP level, % at 7.49 µM; 330,000 compounds, 0.78% hits; AID 602340;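 active means mean ATP rescue above about 67%, or every replicate alone reaching that limit, limit read from the data, passing the limit was not always enough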;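 further: myotubes were challenged with 10 µM simvastatin during compound exposure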
miR122 inh: blocks miR-122 activity in Huh7 sensor cells; Huh7 miR-122 Renilla luciferase sensor, 48 h; neutral wells = 0, positive control = 100; activation (reporter increase), % at 12.5 µM; 340,000 compounds, 0.3% hits; AID 602342;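 active means mean replicate activation score at least 90 and every replicate individually at or above 90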;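 further: higher luciferase means less miR-122 activity so hits act as miR-122 inhibitors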
Numbers without * were called inactive; x = not tested or not shown; [ ] = another dose, or the depositor's remark.

SMILES | SIRT5 block | ERp5 block | Cneo AK release | ARNT TACC3 PPI | esBAF inh | C2C12 statin | miR122 inh
C[C@H](CO)N1C[C@H](C)[C@H](CN(C)C(=O)c2ccccn2)Oc2ncc(-c3cccc(C#N)c3)cc2C1=O | -2.6 | 0.9 | -1.4 | 1.6 | -6.6 | 23.4 | -3.9[16.7 µM]
CCC1(c2ccc(F)cc2)NC(=O)N(CC(=O)Nc2ccccc2C)C1=O (stereo unspecified) | 0.9 | 0.3 | -1.3 | -1.3 | -3.5 | 10.8 | 4.3
O=C(NC1CCN(Cc2ccccc2)CC1)c1ccccc1NS(=O)(=O)c1ccc(F)cc1 | 3.0 | 4.5 | 0.6 | -4.7 | 5.7 | 7.9 | -8.7
S=c1[nH]nc(-c2ccc(Cl)cc2)n1/N=C/c1cccs1 | -3.3 | 10.0 | -1.2 | -2.3 | x | x | 4.7
CCOc1cccc(-c2nnc(SCC(=O)Nc3cc(C)ccc3OC)n2N)c1 | x | x | -0.1 | x | 4.4 | -5.5 | -2.1
COc1cc(NC(=O)C2=C(N3CCOCC3)/C(=C\c3ccc(Br)cc3)CC2)cc(OC)c1OC | x | x | -2.1 | -2.8 | -0.8 | -0.3 | 0.9
O=C(Nc1cccc(F)c1)C1CCN(S(=O)(=O)c2cccc3nonc23)CC1 | 1.1 | -2.2 | -2.0 | -7.8 | -4.3 | 5.0 | 0.4
CC(C)CNC(=O)CSc1nnc2ccccn12 | -0.6 | -7.0 | x | -6.1 | x | x | x
CCOC(=O)c1nn(-c2ccc(OCC)cc2)c2nc(-c3ccco3)c(C#N)c(=O)n12 | x | 1.1 | 0.0 | x | -5.2 | -0.9 | 3.3
Cc1cccc(OCCOCCN2CCNCC2)c1C | x | x | -12.7 | 5.5 | x | x | 2.6
O=C(Nc1cc(Oc2ccc(Cl)cc2)cc([N+](=O)[O-])c1)c1ccco1 | x | x | x | 0.3 | -5.0 | -13.1 | 26.5
CSCCC(NS(=O)(=O)c1ccc(Cl)cc1)C(=O)OCC(=O)NC12CC3CC(CC(C3)C1)C2 (stereo unspecified) | x | x | -0.3 | x | -3.3 | 12.7 | -5.7
Cn1c(OCc2ccc3c(c2)OCO3)nc2c1c(=O)n(Cc1ccc(Cl)c(Cl)c1)c(=O)n2C | x | x | 0.3 | -0.3 | 0.5 | 23.9 | -4.1
CCN(CC(=O)NC)S(=O)(=O)c1ccc(Br)cc1 | x | x | -1.1 | -6.0 | -2.1 | -4.1 | 1.0
O=C(C[C@@H]1CC[C@H]2[C@@H](COC[C@H](O)CN2Cc2ccccc2F)O1)N[C@@H]1CCN(Cc2ccccc2)C1 | -1.1 | 1.7 | 4.9 | 0.5 | -3.0 | 1.4 | -7.1[16.7 µM]
N=C1SCC(=O)N1c1ncc(Cc2cccc(Cl)c2)s1 | -3.4 | -2.9 | 10.8 | -2.6 | -3.4 | 19.7 | -11.8
COc1ccc(NC(=O)N(C)C[C@@H]2Oc3cc(-c4cccc(C(=O)N(C)C)c4)ccc3S(=O)(=O)N([C@H](C)CO)C[C@@H]2C)cc1 | 1.2 | 0.1 | 1.3 | -0.7 | 0.9 | 4.5 | 7.3[16.7 µM]
COCCNC(=O)C1(C(F)(F)F)CC(CCCO)CCCO1 (stereo unspecified) | x | 12.7 | 0.2 | x | 3.0 | 7.6 | x
N/C(=N\OC(=O)CCc1ccccc1)c1ccc(Cl)cc1 | x | x | -0.9 | -27.7 | 11.7 | 8.0 | -0.2
O=C1N(S(=O)(=O)c2ccccc2F)C(=O)C2(CCCC2)N1S(=O)(=O)c1ccccc1F | x | x | -1.5 | -7.8 | 3.5 | -13.2 | 11.6
CCC(C(=O)N1CCN(S(=O)(=O)c2ccc(F)cc2)CC1)c1ccccc1 (stereo unspecified) | -0.5 | 0.2 | 2.0 | 8.0 | -1.4 | -2.2 | -10.8
Clc1ccc(CNc2ccccc2NCc2ccc(Cl)nc2)cn1 | -1.0 | -1.7 | x | -8.6 | x | x | x
C[C@H](CO)N1C[C@H](C)[C@@H](CN(C)Cc2ccc3c(c2)OCO3)OCc2ccccc2-c2ccccc2C1=O | 5.7 | -0.6 | 2.6 | 7.5 | -9.6 | -35.0 | x
CC(=O)N1[C@H](CO)[C@H](c2ccccc2)[C@H]1CN(C)S(=O)(=O)c1ccccc1 | -0.4 | -0.4 | 7.7 | -5.8 | 2.1 | 12.7 | -16.7[16.7 µM]
CC1=NN(c2nc3ccccc3s2)C(O)(C(F)(F)F)C1 (stereo unspecified) | -1.4 | 2.4 | -6.5 | 8.9 | x | x | x
O=[N+]([O-])c1cccc(S(=O)(=O)N2CCCCC2)c1 | x | 0.5 | -2.8 | -1.6 | -1.6 | 11.4 | -7.9
CCn1ccnc1CN(C)Cc1cn(-c2cc(C)ccc2C)nc1-c1ccccc1 | -4.7 | 4.4 | 7.0 | 14.6 | -8.8 | -25.9 | 8.4
O=C(Nc1nnc(C23CC4CC(CC(C4)C2)C3)s1)c1ccco1 | x | x | -4.8 | x | 31.2 | -5.1 | 0.4
O=C(CN1C(=O)NC2(CCCCCC2)C1=O)N1CCC(Cc2ccccc2)CC1 | x | x | 3.2 | 3.4 | 7.0 | -8.1 | -5.3
C[C@@H]1CN([C@H](C)CO)C(=O)c2cc(-c3ccc(C#N)cc3)cnc2O[C@@H]1CN(C)C(=O)Nc1ccc(F)cc1 | 1.0 | -2.7 | 82.9* | 0.0 | -13.9 | -0.5 | 5.2[16.7 µM]
CC(=O)c1oc2ccccc2c1NC(=O)COC(=O)c1ccc(-n2nc(C)cc2C)cc1 | x | x | x | -2.2 | 6.0 | -2.0 | 0.0
COc1ccc(OC)c(CCNC(=O)CCc2cn(C)c3ccccc23)c1 | -1.9 | 0.4 | 0.5 | 8.4 | -1.6 | 37.6 | x
CCOC(=O)c1c(NC(=O)Cc2ccccc2)sc2c1CCN(C)C2 | 1.8 | -2.9 | -2.9 | -1.0 | -2.9 | -13.3 | 0.0
CCC(CC)c1nnc(NC(=O)C2CC(=O)N(C3CCCC3)C2)s1 (stereo unspecified) | -0.9 | 0.5 | 5.6 | -0.8 | 0.1 | 5.4 | -2.1
Cn1c(=O)oc2cc(S(=O)(=O)N3CCc4ccccc4C3)ccc21 | x | x | -2.2 | -6.3 | 0.0 | 11.7 | -1.3
COc1cccc(C(=O)NC23CC4CC(CC(C4)C2)C3)c1 | -0.1 | 3.3 | -1.0 | 2.2 | 21.9 | -1.5 | 3.5

Already shown: an excerpt of the list.
SMILES | SIRT5 block | ERp5 block | Cneo AK release | ARNT TACC3 PPI | esBAF inh | C2C12 statin | miR122 inh
COc1ccc(OC)c(CCNC(=O)CCc2cn(C)c3ccccc23)c1 | -1.9 | 0.4 | 0.5 | 8.4 | -1.6 | 37.6 | x
CCOC(=O)c1c(NC(=O)Cc2ccccc2)sc2c1CCN(C)C2 | 1.8 | -2.9 | -2.9 | -1.0 | -2.9 | -13.3 | 0.0
CCC(CC)c1nnc(NC(=O)C2CC(=O)N(C3CCCC3)C2)s1 (stereo unspecified) | -0.9 | 0.5 | 5.6 | -0.8 | 0.1 | 5.4 | -2.1
Cn1c(=O)oc2cc(S(=O)(=O)N3CCc4ccccc4C3)ccc21 | x | x | -2.2 | -6.3 | 0.0 | 11.7 | -1.3
COc1cccc(C(=O)NC23CC4CC(CC(C4)C2)C3)c1 | -0.1 | 3.3 | -1.0 | 2.2 | 21.9 | -1.5 | 3.5

(more compounds)
SMILES | SIRT5 block | ERp5 block | Cneo AK release | ARNT TACC3 PPI | esBAF inh | C2C12 statin | miR122 inh
O=c1c(=O)n(CCO)n(CCO)c(=O)n1CCO | 3.4 | 3.8 | -0.5 | x | -2.4 | -2.4 | 6.1
COc1ccc(CNC(=O)NS(=O)(=O)c2ccc(C)cc2)cc1 | -2.3 | 3.1 | -3.5 | x | -1.6 | 4.9 | x
COc1ccc(C(=O)Nc2ccc3c(c2)OC[C@H](C)N(C)C[C@@H](C)[C@H](OC)CN(C)C3=O)cc1 | 4.4 | -1.5 | -7.3 | -8.2 | 1.6 | 9.6 | 0.6[16.7 µM]
O=C(c1cc(N2CCOCC2)c(F)cc1[N+](=O)[O-])N1CCOCC1 | 1.1 | 0.7 | -1.1 | 1.1 | -7.5 | 5.1 | -2.5
C[C@H]1CCCCO[C@H](CN(C)C(=O)Nc2ccc(C(F)(F)F)cc2)[C@@H](C)CN([C@@H](C)CO)C(=O)c2cc(NS(=O)(=O)c3ccc(Cl)cc3)ccc2O1 | 7.1 | -2.1 | -1.9 | -6.5 | 0.2 | x | 5.9[16.7 µM]
O=C(NC(=S)NCc1ccco1)c1ccc(Br)cc1 | -1.1 | 3.9 | 3.4 | -7.6 | 18.2 | -2.2 | 13.3
O=C1N[C@H](Cc2ccccc2)CO1 | x | -2.0 | -0.9 | 3.1 | -1.8 | 0.5 | x
CC(C)NC(=O)C(=O)NCCCOC(C)C | x | x | -1.5 | 5.5 | -2.2 | x | -2.7
Cc1ccc(C)c(N2CCN(C(=O)Cn3ncn4cccc4c3=O)CC2)c1 | -0.2 | -7.9 | 2.3 | 4.8 | 1.8 | 1.3 | -4.7
Cc1ccccc1CSc1[nH]c(=O)ncc1C | -3.4 | 2.2 | 0.7 | 4.6 | -3.3 | 6.8 | x
O=C1C2C3C=CC(C3)C2S(=O)(=O)C2C3C=CC(C3)C12 (stereo unspecified) | x | -0.5 | 0.6 | x | 3.0 | 14.9 | -7.0
Cc1ccc(Cn2ccsc2=NC(=O)COC(=O)c2ccc(NC(=O)CC#N)cc2)cc1 | -1.3 | -21.2 | x | -0.6 | -12.5 | -8.9 | -5.8
C=Cc1ccc(Cn2c(C)c(C(=O)NCc3cccc(C)c3)sc2=O)cc1 | x | 1.2 | 0.5 | x | 0.6 | 20.7 | x
O=S(=O)(Nc1ccc(N2CCOCC2)cc1)c1c(F)cc(F)cc1Br | 0.2 | 1.2 | 5.7 | 1.9 | -2.0 | 10.4 | 11.2
COc1ccc(Cl)cc1C(=O)NNC(=S)NC(=O)c1cc(-c2ccc(Cl)cc2)nc2ccccc12 | x | x | -0.1 | 2.6 | x | x | 3.0
COc1ccc(CN(C)C[C@@H]2Oc3c(NS(=O)(=O)c4ccccc4)cccc3C(=O)N([C@@H](C)CO)C[C@H]2C)cc1 | 6.1 | -0.6 | 49.1 | 1.7 | 2.9 | -20.3 | -1.1[16.7 µM]
CC(=O)c1c(C)[nH]c(C(=O)COC(=O)CNS(=O)(=O)c2ccccc2)c1C | x | x | -9.0 | 1.0 | 4.0 | x | 1.2
CCCNC(=O)Nc1ccc2c(c1)OC[C@@H](C)N(C)C[C@@H](C)[C@H](OC)CN(C)C2=O | 5.6 | 0.1 | 8.3 | x | 2.1 | 5.5 | 6.7[16.7 µM]
COc1ccc(Cl)cc1NC(=O)COC(=O)CCCC1=NS(=O)(=O)c2ccccc2N1 | 0.3 | -6.4 | -0.2 | 1.2 | -1.4 | 34.0 | 0.1
CCn1nc(C)c(/C=N\NC(=O)c2ccc3c(c2)OCO3)c1C | x | x | -0.6 | x | -1.1 | -0.2 | -0.8
CNC[C@@H]1Oc2ccc(NC(=O)Cc3ccccc3)cc2CC(=O)N([C@@H](C)CO)C[C@H]1C | x | -0.1 | -2.2 | x | -1.9 | 19.9 | 1.2[16.7 µM]
O=C(NCCOc1ccc(F)cc1)C1CCC(=O)N(CCCN2CCCC2=O)C1 (stereo unspecified) | 0.3 | 0.8 | -0.9 | -4.8 | 4.3 | 2.8 | 4.3
CCOC(=O)Cn1nnc2c(sc3nc4c(c(-c5ccc(Cl)cc5)c32)CCC4)c1=O | x | x | 2.0 | 0.3 | -6.1 | 18.4 | x
COc1ccc(NC(=O)Nc2cccc3c2O[C@H](CN(C)Cc2ccncc2)[C@@H](C)CN([C@@H](C)CO)C3=O)cc1 | -2.4 | 4.3 | -4.5 | -4.5 | 10.2 | -3.4 | 1.7[16.7 µM]
CCC(=O)Nc1ccc2c(c1)C(=O)N(C)C2=O | x | x | -1.4 | 1.2 | -7.1 | -5.9 | x
Clc1ccc2nc3ccccn3c2c1 | x | x | -9.2 | -6.9 | 4.8 | 7.5 | -0.6
COc1ccc(OC)c(/C=N/NC(=O)CC(=O)NC2CCCCC2)c1 | -5.1 | -0.6 | -3.6 | x | -0.3 | 0.6 | -1.6
